# HDAC3 inh – HDAC3 deacetylase inhibitors, primary screen, biochemical, fluorescence, cell-free homogeneous; inhibition, % at 8.3 µM; recombinant HDAC3, fluorogenic peptide/trypsin coupled; AID 2718, 2010; 0.15% of 320,000 active; Histone deacetylase 3 (Homo sapiens), O15379; in the data active means inhibition above about 26%, passing the limit was not always enough; inconclusive means no clear call, values can overlap the other calls
# Target sequence (O15379 whole entry, looked up): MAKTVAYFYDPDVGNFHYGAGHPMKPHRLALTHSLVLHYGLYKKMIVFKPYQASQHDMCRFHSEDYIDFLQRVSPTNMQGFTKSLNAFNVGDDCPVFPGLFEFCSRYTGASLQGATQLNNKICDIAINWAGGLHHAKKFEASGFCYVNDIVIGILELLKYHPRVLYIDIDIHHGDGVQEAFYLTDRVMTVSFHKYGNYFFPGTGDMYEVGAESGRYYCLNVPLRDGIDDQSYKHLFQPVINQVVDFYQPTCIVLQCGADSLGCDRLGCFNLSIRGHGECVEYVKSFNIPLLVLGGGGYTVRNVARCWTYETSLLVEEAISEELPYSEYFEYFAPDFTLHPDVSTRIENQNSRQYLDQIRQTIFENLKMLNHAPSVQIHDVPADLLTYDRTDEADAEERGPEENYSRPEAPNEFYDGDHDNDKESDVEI
# HSF1 activator – HSF-1 activators, primary screen, NIH3T3-HGL cells, MG132 stress, luminescence, single point; NIH3T3-HGL HSF-1 luciferase reporter, 8 h; 100% = twice DMSO control signal; 1.7% of 300,000 active; activation, % at 9 µM; AID 504408, 2011;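 active means mean replicate activation of at least 50% with a set share of replicates each reaching 50%; inconclusive means only one of those two conditions met; inactive means mean below 50% and too few replicates reaching it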;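 further: 0% = median of the neutral control wells and 100% = twice that signal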
# HSF1 inhib – HSF1 inhibitors in luciferase reporter cells, primary screen, cell-based, NIH3T3, luminescence; AID 2098, 2009; NIH3T3-HGL HSE-luciferase, MG132-induced, luminescence 8 h; stronger effect = lower value; activity change, negative = inhibition, % at 7.5 µM (by protocol); 0.77% of 300,000 active;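 active means more than half of replicate wells show activity change below -50%, luminescence cut by over half; inconclusive means some wells, but at most half, below -50%; inactive means no replicate well below -50%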;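 further: luciferase reports HSF-1 transcriptional activity via heat shock element; 0% = median of DMSO wells and -100% = zero luminescence signal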
# Platelet DG rel – inhibitors of platelet dense granule secretion, primary screen, cell-based, MLPCN, human platelets. human platelet-rich plasma, SFLLRN dense granule ATP release, luminescence. inhibition, %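 (compounds screened at 7.5 µM in platelet-rich plasma)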. 0.22% of 300,000 active;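 active means mean replicate score, as percent of positive control, at or above 50; inconclusive means mean below 50 but at least one replicate at or above 50; inactive means mean and every replicate below 50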
# AI-2 QS mod – Vibrio harveyi AI-2 quorum sensing modulators, primary screen, JMH597 strain, luminescence/OD600 ratio | activity change, % at 7.5 µM | 0.4% of 300,000 active | Vibrio harveyi JMH597 AI-2 luminescence/OD600 ratio, 9 h; stronger effect = lower value; strain lacks LuxN and CqsS sensors; 0 = neutral-control median; in the data active means activity change below about -75%, passing the limit was not always enough; inconclusive means no clear call, values can overlap the other calls;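 further: luminescence divided by OD600 gain over 9 h not by final OD600 alone; inactives centre near 13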
# Dyrk1A ADPGlo – rat Dyrk1A kinase inhibitors, primary screen, biochemical, single point, plate reader; Dual specificity tyrosine-phosphorylation-regulated kinase 1A (Rattus norvegicus), Q63470; ADP-Glo luminescence, NFATc1 peptide; inhibition, % at 12.5 µM; 0.43% of 310,000 active; in the data active means inhibition above about 50%;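 further: plate controls were vehicle with enzyme for no effect and no enzyme for full effect; many of its hits are not listed in these tables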
# GSK3B inh – human GSK3beta kinase inhibitors, primary screen, biochemical, cell-free homogeneous, HTS | GST-GSK3beta kinase, ADP-Glo luminescence, 60 min; stronger effect = lower value | AID 2097, 2009 | activity score (negative = inhibition), % at 10 µM | 0.038% of 300,000 active | Glycogen synthase kinase-3 beta (Homo sapiens), P49841;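 active means more than half of replicate wells score below -50%, meaning over 50% inhibition versus plate controls; inconclusive means some replicates but at most half score below -50%; inactive means no replicate scores below -50%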;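 further: 0% = median DMSO wells and -100% = median GW8510 positive control wells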
#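 Test system: GST-tagged human GSK3beta kinase, cell-free; evaluation: activity score scaled between in-plate DMSO and GW8510 controls; measured by: ADP-Glo luminescence; incubation: 60 min reaction, RT; benchmarks: DMSO and 20 µM GW8510; reagent: peptide substrate plus 25 µM ATP (final); medium: Tris/MgCl2 kinase buffer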
# HSP90 inh – HSP90 inhibitors, primary screen, cell lysate, luminescence | Heat shock protein HSP 90 (rabbit reticulocyte lysate; luciferase refolding) | Rabbit reticulocyte lysate, luciferase refolding luminescence, 3 h | inhibition, % at 5.6 µM | 0.91% of 290,000 active | AID 1789, 2009;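 active means inhibition above the screen-wide mean plus 3 SD, computed separately per campaign, cut at about 16% in these data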;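 further: 0% = DMSO wells and 100% = 60 µM geldanamycin wells; inhibitors lower the luminescence because luciferase stays unfolded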
# PolyA inhibitor – polyadenylation inhibitors in yeast reporter cells, primary screen, luminescence, S. cerevisiae; calls only at 12 µM; S. cerevisiae SKY197-pL101 polyadenylation reporter, beta-gal luminescence; efflux-impaired pdr1/pdr3 knockout yeast; score 100 = 6 SD above DMSO; 0.02% of 300,000 active;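 active means lowest replicate activity score at least 50, where 100 means six control SD above control mean; inconclusive means lowest score under 50 but half or more replicates reach 50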;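 further: yeast exposed to compound for 9 h at 30 °C; higher score means more reporter readthrough which indicates perturbed polyadenylation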
# GSK3A inh – blockers of GSK3A enzyme activity – biochemical, luminescence, cell-free homogeneous, HTS, primary screen; inhibition, % at 10 µM; GSK-3 alpha kinase, ADP-Glo luminescence, 60 min; AID 2650, 2010; Glycogen synthase kinase-3 alpha (Homo sapiens), P49840; 0.1% of 320,000 active;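 in the data active means inhibition above about 50%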;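 further: GST-tagged GSK-3 alpha with peptide substrate and 25 µM ATP; 0% = DMSO neutral wells and 100% = GW8510 positive control wells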
# Target sequence (P49840 whole entry, looked up): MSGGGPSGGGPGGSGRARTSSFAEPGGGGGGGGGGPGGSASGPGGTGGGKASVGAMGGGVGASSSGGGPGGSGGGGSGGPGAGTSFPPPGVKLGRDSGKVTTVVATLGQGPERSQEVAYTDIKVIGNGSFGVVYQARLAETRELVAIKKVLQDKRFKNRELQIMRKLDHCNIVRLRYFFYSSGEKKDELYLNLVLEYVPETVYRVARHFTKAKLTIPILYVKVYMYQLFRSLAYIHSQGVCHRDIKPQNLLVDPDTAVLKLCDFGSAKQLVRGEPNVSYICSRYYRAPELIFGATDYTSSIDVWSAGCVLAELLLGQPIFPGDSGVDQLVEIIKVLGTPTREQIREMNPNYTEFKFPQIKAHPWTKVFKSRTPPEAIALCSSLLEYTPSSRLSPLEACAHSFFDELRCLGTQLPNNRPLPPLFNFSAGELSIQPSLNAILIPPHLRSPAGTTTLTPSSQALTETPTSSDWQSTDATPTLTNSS
# An asterisk follows results filed as active; i = inactive; ? = inconclusive; . = not tested or not shown.
smiles	HDAC3 inh	HSF1 activator	HSF1 inhib	Platelet DG rel	AI-2 QS mod	Dyrk1A ADPGlo	GSK3B inh	HSP90 inh	PolyA inhibitor	GSK3A inh
O=c1ccc2cc(S(=O)(=O)N3CCN(c4ccccc4)CC3)ccc2[nH]1	-16.6	13.3	-2.4	-3.3	7.6	-1.6	0.1	-2.9	i	1.0
O=C(O)C(c1ccccc1)C1(O)CCCCC1 (stereo not drawn)	-2.7	-2.3	-3.1	26.0	0.6	-4.8	2.4	2.1	i	-1.2
CCC1(CC)Cc2ccccc2C(=C(C#N)C#N)N1	5.8	-10.2	-0.6	1.2	3.5	0.3	0.2	-2.1	i	0.9
CCOC(=O)c1[nH]cnc1C(=O)Nc1cccc(OC)c1	-1.6	-0.8	-1.2	-4.5	-1.2	21.6	1.6	5.2	i	0.7
CCc1ccc(NC(=O)NCCCN2CCCC2=O)cc1	-3.1	2.6	9.8	3.5	12.4	2.1	1.3	0.5	i	-0.1
Cc1[nH]n(-c2ccccc2)c(=O)c1N=Nc1ccccc1	-1.7	40.6	25.4	-7.6	9.7	-0.4	-2.5	-1.0	i	2.5
Cc1ccc(C(=O)OCCn2cc(C#N)c(=O)[nH]c2=O)cc1	5.7	18.6	4.5	9.0	6.4	1.3	2.2	-2.1	i	-1.1
CCNC(=S)NNC(=O)Cc1ccccc1	0.3	12.4	-2.5	-5.2	34.8	5.0	-0.4	-2.0	i	25.6
OC1(c2cccs2)CN(c2ccc(Cl)cc2)C2=[N+]1CCCS2 (stereo not drawn)	-2.2	12.5	2.5	-2.1	19.3	.	0.6	-3.5	i	-0.2
COCCn1c(C)cc(C(=O)COC(=O)CCc2ccc(S(=O)(=O)N3CCOCC3)cc2)c1C	2.5	-27.4	-3.7	-2.0	15.9	-5.3	-0.5	-0.5	i	.
CCN(CC)S(=O)(=O)c1cccc(NC(=O)C2CC(=O)N(c3ccc4c(c3)OCCO4)C2)c1 (stereo not drawn)	10.5	4.9	-4.0	-6.8	10.4	-5.4	4.2	.	i	2.0
O=C(CN1CCCCC1)NC(=O)NC1CCCC1	-3.4	13.1	-3.1	-2.2	2.0	3.0	0.2	-0.8	i	-2.9
CC1CCCC(C)N1CC(O)COCc1ccccc1 (stereo not drawn)	1.6	-16.1	-4.1	7.5	4.1	-1.2	1.1	-1.4	i	-2.7
CCc1cc(OCCCCNCc2ccccc2)ccc1Cl	-1.3	-5.7	-11.9	-0.9	30.2	6.3	-4.8	-5.5	i	3.5
O=c1/c(=C\c2cc([N+](=O)[O-])cc([N+](=O)[O-])c2O)sc2nc3ccccc3n12	8.1	.	.	.	.	1.8	.	0.2	.	2.4
Cc1ccc(-n2nc(C)c(NC(=O)COC(=O)c3ccccc3NCCO)c2C)cc1	-31.5	-2.1	-5.2	6.3	1.8	-0.2	-0.8	.	i	-0.6
CCCCCn1c(S(=O)(=O)O)nc2ccccc21	-1.0	-2.5	-1.9	-0.3	27.0	5.7	3.7	0.3	i	-3.2
CC(NC(=O)CN(C)CC(=O)Nc1ccc(Cl)c(C(F)(F)F)c1)c1ccccc1 (stereo not drawn)	13.9	-2.7	2.8	3.2	.	-1.7	.	.	i	-1.7
CCOc1c(/C=C(\C#N)C(N)=O)c2ccccc2n1CC	?	-12.2	-21.1	11.4	5.7	11.0	-7.0	-0.9	i	24.4
O=C(NCc1ccccc1)c1ccc(Cn2cc(C(F)(F)F)ccc2=O)cc1	0.9	-1.5	-3.9	-6.2	12.7	-7.6	1.3	-0.4	i	2.7
COC(C(=O)Nc1ccnn1C1CCN(Cc2ccc(C)o2)CC1)c1ccccc1 (stereo not drawn)	-4.8	13.7	-1.8	0.9	23.1	-3.4	1.3	-5.2	i	0.5
CCOC(=O)C1(Cc2cccc(OC)c2)CCN(Cc2cccc(O)c2)CC1	5.0	-9.7	-14.3	1.5	34.8	4.2	-1.8	2.2	i	1.3
Cc1ccc2c(c1)NC(=O)C(CC(=O)NCCCN1CCN(c3cc(Cl)ccc3C)CC1)O2 (stereo not drawn)	-3.7	-4.3	2.3	4.0	4.2	19.9	-1.1	-8.1	i	-0.5
CCC/C(=N/NC(=O)c1ccc2c(c1)OCO2)c1cccs1	12.9	-7.6	1.5	-0.7	6.3	-7.6	-2.0	-5.7	i	-1.2
O=C(O)C1=C[C@@H](c2csc3ccccc23)C[C@@H](OCCCCO)O1	-4.0	-10.5	-1.3	-2.4	26.4	7.2	1.3	-4.8	i	-5.0

smiles	HDAC3 inh	HSF1 activator	HSF1 inhib	Platelet DG rel	AI-2 QS mod	Dyrk1A ADPGlo	GSK3B inh	HSP90 inh	PolyA inhibitor	GSK3A inh
Cc1ccccc1N1CC(C(=O)N2CC(C)CC(C)C2)CC1=O (stereo not drawn)	-4.6	-5.5	-5.6	-7.0	-1.3	-11.2	-9.4	.	i	-1.1
C=CCn1c(C(C)C)nc2ccccc21	2.9	10.3	-5.2	-1.8	18.3	13.5	5.3	0.9	i	-2.6
CC(C)CN(C(=O)c1ccc(F)cc1F)c1c(N)n(CC(C)C)c(=O)[nH]c1=O	-3.7	0.2	-0.8	-6.2	.	0.4	.	1.9	i	-0.9
CC(C)OC(=O)c1cccc2c1C(=O)c1ccccc1-2	-0.2	11.7	7.1	-12.1	6.2	-7.9	-2.1	2.3	.	-0.2
CSc1ccc(NC(=O)N2CCN(c3nc4ccccc4s3)CC2)cc1	3.5	-18.3	-5.9	2.7	15.6	2.3	0.4	-0.3	i	0.6
O=C1N/C(=N/S(=O)(=O)Cc2ccccc2)S/C1=C/c1ccc2c(c1)OCO2	10.1	2.6	-4.0	1.4	36.6	92.0*	-3.3	-0.2	i	71.1*
COCCn1cnc2c1c(=O)[nH]c(=O)n2Cc1ccccc1	0.3	-4.5	4.0	-4.5	11.4	-2.0	4.2	0.9	i	-1.0
Cc1cc(=O)n(CC(=O)O)c2ccccc12	-3.6	1.1	-1.7	6.2	-9.6	-2.8	-0.8	1.3	i	-4.0
O=C(Cc1csc(N2CCOCC2)n1)N/N=C/c1ccccc1C(=O)O	.	-2.3	-8.5	-2.2	8.6	-6.7	3.6	0.3	i	-2.3
COc1ccccc1C(=O)NCC(=O)OCc1ccc(Br)cc1	-3.1	20.4	7.3	-4.3	20.9	8.2	-1.0	2.9	i	-0.9
O=S1(=O)CCO[C@H]2Cc3ccccc3[C@H]2N1Cc1ccc(Cl)cc1	-2.0	-0.6	2.9	-0.8	12.4	0.0	-0.3	0.1	i	-1.4
CCc1nc2c(c(=O)c3ccccc3n2C)c(=O)n1-c1ccc(F)cc1	-10.7	-50.2	-40.5	-0.9	35.6	1.3	-4.8	-4.0	i	0.9
COc1ccc(NC(=O)Cn2nc(C)c3ccccc3c2=O)cc1	4.4	-8.1	-2.1	3.9	-91.5*	10.4	2.1	-5.0	i	-1.1
Cc1cc(C)c2nc(NNC(=O)c3ccc(S(=O)(=O)N4CC(C)CC(C)C4)cc3)sc2c1 (stereo not drawn)	3.1	-14.5	-1.4	-0.9	37.4	7.0	-2.7	5.5	i	-6.6
Cc1cc(=O)[nH]c(N/N=C/c2c[nH]c3ccccc23)n1	4.5	35.7	6.9	-7.6	13.9	11.9	-2.8	4.2	i	-0.6
Fc1ccc(-c2cnn3c(-c4ccncc4)ccnc23)cc1	1.5	-12.6	9.3	-2.8	29.1	2.5	1.1	-3.0	i	-0.7
COc1ccc(NC(=O)CCNS(=O)(=O)c2ccc(Br)s2)cc1	-0.3	.	.	0.2	16.3	2.1	-0.7	0.2	i	-0.5
COc1ccccc1N1CCN(CC(=O)NC(=O)NCc2ccco2)CC1	-6.4	0.7	-6.1	5.5	11.1	0.1	-2.7	3.6	i	-2.5
COc1cccc(CNC(=O)CCc2nnc3ccc(NCCCN4CCCC4=O)nn23)c1	-2.3	7.2	1.3	-17.1	18.7	1.0	3.5	-2.4	i	0.5
COc1ccc(CNC(=O)C2CCN(S(=O)(=O)N3CCCCC3)CC2)c(OC)c1	1.4	1.5	-0.2	1.4	33.5	2.7	0.7	-7.5	i	0.5
CCOC(=O)c1c(C)[nH]c(C(=O)OCC(=O)N2c3ccccc3CC2C)c1C (stereo not drawn)	2.0	6.5	2.6	-2.1	42.0	-4.6	2.1	0.2	i	-3.0
O=C1N(Cc2cccnc2)C[C@@H]2C[C@@H](c3cccc(Oc4ccccc4)c3)N3CCC[C@@]123	3.1	4.5	8.1	4.0	-10.2	13.4	3.1	-0.4	i	-3.1
CCC(C)N=C1CC(C)(C)CC(=O)/C1=C(/O)Cc1ccccc1 (stereo not drawn)	-1.6	13.1	-1.7	3.5	12.6	12.5	1.0	-2.2	i	-3.5
CN(C)c1cccc(C(=O)n2cc(C(=O)c3cc(F)ccc3O)cn2)c1	4.2	-42.1	-24.7	2.6	34.8	5.4	1.5	6.5	i	-0.8
CCN(CC(=O)NC(=O)NCc1ccco1)Cc1nc2ccccc2c(=O)[nH]1	3.5	-2.5	-10.3	-3.2	9.2	21.9	-1.4	2.4	i	-2.2

smiles	HDAC3 inh	HSF1 activator	HSF1 inhib	Platelet DG rel	AI-2 QS mod	Dyrk1A ADPGlo	GSK3B inh	HSP90 inh	PolyA inhibitor	GSK3A inh
COc1ccc(OCc2cc(C(=O)NC3CCOCC3)no2)c2ccccc12	2.8	16.4	19.5	-15.3	21.2	-0.9	1.2	3.3	i	1.9
Cc1ccc(S(=O)(=O)N2CCN(S(=O)(=O)c3ccc(C)cc3)C2)cc1	-8.3	21.9	4.7	-1.4	15.1	-0.9	-5.8	0.4	i	-5.5
Cc1csc(SCC(=O)NC23CC4CC(CC(C4)C2)C3)n1	3.5	-4.9	-4.0	-2.1	12.5	-0.1	0.1	1.0	i	0.6
COc1ccc(-c2[nH]c3ccccc3c2SCCNC(=O)c2cc3ccccc3oc2=O)cc1	-0.3	8.8	15.3	2.5	18.2	0.1	-3.4	-3.7	i	-1.5
NS(=O)(=O)c1ccc(CCNC(=O)C2Cc3ccccc3CN2C(=O)c2ccco2)cc1 (stereo not drawn)	-1.2	7.5	-0.9	-4.7	9.6	5.0	1.9	0.6	i	-0.6

# High-throughput results from PubChem BioAssay.

# Some of the compounds tested; count on the stated rates, not on these rows.
